AID2073: disruptors of CaV2.2 binding to Mint1 – biochemical, HTRF (AID 2073). inhibition, % at 20 µM, or IC50 in µM where a hit was titrated. actives 0.19% (n = 290,000). HTRF protein-protein interaction, Mint1-CaV2.2; higher % means a stronger effect; in the data active = inhibition mostly above about 51%, no sharp cut-off; note: some results filed as inactive read as strong as hits
RSV CPE inhibition: inhibition of RSV-induced cytopathic effect – HEp-2 cells, primary 10 µM value included (AID 2391); HEp-2 cells, RSV-induced CPE inhibition; higher % means a stronger effect; one-dose CPE inhibition, % at 10 µM; IC50 in µM for titrated hits; actives 0.13% (n = 310,000); in the data active = a potency from the dose series; note: strong numbers were not always called active
MgcRacGAP inhibition: MgcRacGAP GTPase-activating activity inhibitors, confirmation, biochemical, ADP Hunter fluorescence | AID 624330 | inhibition, % at 30 µM, or IC50 in µM where a hit was titrated | actives 0.6% (n = 340,000) | MgcRacGAP-stimulated Rac1 GTP hydrolysis, ADP Hunter fluorescence; higher % means a stronger effect; GST-tagged Rac1 F28L mutant substrate;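 active = first-screen hits whose inhibition reached a set limit at any dose in the follow-up dose series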;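 note: fluorescence reports GDP produced by GAP-driven GTP hydrolysis; strong numbers were not always called active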
NS5 inhibitors: flavivirus cap methylation enzyme inhibition – biochemical, confirmation dose response, primary screen (AID 588689). actives 0.3% (n = 340,000). inhibition, % at 25 µM; hits with a dose series show IC50 in µM. Dengue-2 NS5 methyltransferase capping enzyme assay, biochemical; higher % means a stronger effect; in the data active = a potency from the dose series
SV40 large T antigen: TAg ATPase/helicase activity blockers – biochemical (AID 1903) | SV40 large T antigen ATPase/helicase inhibition assay; higher % means a stronger effect | inhibition, % at 20 µM, or IC50 in µM where a hit was titrated | actives 0.39% (n = 310,000); in the data active = a potency from the dose series; note: strong numbers were not always called active
West Nile virus CPE: inhibition of WNV-induced cytopathic effect – cell-based, CPE readout (AID 1621). actives 0.02% (n = 290,000). West Nile virus-infected cells, CPE inhibition; higher % means a stronger effect. CPE inhibition, % at 10 µM; hits with a dose series show IC50 in µM; in the data active = a potency from the dose series; note: strong numbers were not always called active
NTR1 ag: agonists of NTR1, primary screen, imaging, U2OS cells, beta-arrestin-GFP, high content (AID 493036) | NTR1-U2OS beta-arrestin-GFP spot imaging, agonist mode | P30989 | activation, % at 20 µM | actives 0.17% (n = 330,000);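 active = activation at or above 40% of the spot to cytoplasm intensity ratio, with at least 20 cells analyzed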;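 note: 0% = DMSO without peptide and 100% = 100 nM NTR1 peptide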
Target sequence (P30989 whole entry, looked up): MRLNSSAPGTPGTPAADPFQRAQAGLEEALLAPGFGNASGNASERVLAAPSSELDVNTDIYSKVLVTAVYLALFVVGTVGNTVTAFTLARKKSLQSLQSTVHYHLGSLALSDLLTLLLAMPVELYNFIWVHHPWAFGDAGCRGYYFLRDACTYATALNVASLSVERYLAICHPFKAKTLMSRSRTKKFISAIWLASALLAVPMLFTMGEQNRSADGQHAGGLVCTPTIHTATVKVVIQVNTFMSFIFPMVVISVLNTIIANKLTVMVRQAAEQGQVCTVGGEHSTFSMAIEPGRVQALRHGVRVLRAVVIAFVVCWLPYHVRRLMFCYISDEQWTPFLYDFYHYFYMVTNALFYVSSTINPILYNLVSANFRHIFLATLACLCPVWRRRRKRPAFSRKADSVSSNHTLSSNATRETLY
UTI89 phage lysis: protection from phage-mediated lysis, alamar blue read-out – E. coli UTI89, K1F phage, bacterial capsule biogenesis inhibitors (AID 488966) | E. coli UTI89 K1F phage lysis, alamar blue, 2 h; higher % means a stronger effect | inhibition, % at 100 µM, or IC50 in µM where a hit was titrated | actives 0.02% (n = 340,000);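 active = phage lysis inhibition, versus mean bacterial control, above a set limit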;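 note: capsule biogenesis inhibitors block K1F phage lysis so surviving cells raise fluorescence; higher fluorescence means more inhibition of phage lysis; actives were called in the ten point dose series up to 300 µM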
Siah-1 displacement: Siah-1 peptide-binding antagonists, primary screen, biochemical, fluorescence polarization, rhodamine-plectin, uHTS (AID 1817); Siah-1 / rhodamine-plectin peptide fluorescence polarization; higher % means a stronger effect; displacement, % at 20 µM; hits with a dose series show IC50 in µM; actives 0.02% (n = 290,000);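 active = displacement of at least 50% at 20 µM, with a fluorescence ratio check between 0.3 and a set limit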;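 note: plate controls were Siah plus tracer with DMSO for no effect and tracer alone without Siah for full effect; strong numbers were not always called active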
NTR1 ag cell count 20 µM: recorded beside NTR1 ag, whose call it bears; cell count; measured here: cell count, cytotoxicity flag
NS5 inhibitors pilot replicate: recorded beside NS5 inhibitors, whose call it bears; inhibition, %; measured here: pilot screen replicate inhibition
Numbers without * were called inactive; . = no result given; [ ] = another dose, or the depositor's remark.

SMILES | AID2073 | RSV CPE inhibition | MgcRacGAP inhibition | NS5 inhibitors | SV40 large T antigen | West Nile virus CPE | NTR1 ag | NTR1 ag cell count 20 µM | UTI89 phage lysis | Siah-1 displacement | others
COc1ccc(NC(=O)COc2ccc(C(=O)OCC(=O)N(C)C3CCS(=O)(=O)C3)cc2OC)cc1 (stereo unspecified) | 1.7% | 1.9% | 2.5% | 3.8% | 7.1% | 0.6% | -0.8 | 41 | 0.7% | -0.6%
Cc1ccc(C(=O)Oc2ccc(Cl)c3cccnc23)cc1[N+](=O)[O-] | -0.3% | -1.3% | 8.7% | 1.3% | 6.8% | . | 8.2 | 86 | 0.2% | -1.4%
COc1ccc(NC(=O)COC(=O)Cn2cnc3ccccc3c2=O)cc1OC | 44.9% | -0.8% | 0.0% | -2.3% | 14.3% | 0.1% | -1.3 | 60 | 0.2% | 12.6%
Brc1ccc(Nc2c3c(nc4ncnn24)CCC3)cc1 | 1.5% | 12.2% | 4.1% | -8.0% | 6.8% | 0.9% | -1.2 | 75 | 2.2% | 1.8%
O=C(C1CCCC1)N1CCN(S(=O)(=O)c2cccc(Cl)c2Cl)CC1 | -0.6% | 6.0% | 5.7% | -5.3% | 2.1% | -1.2% | 0.5 | 47 | 0.2% | 2.0%
CC(C)Oc1ccc(C(=O)CCN2CCOCC2)cc1 | . | . | -2.5% | -6.2% | 26.6% | . | 0.0 | 53 | -0.2% | .
Cc1ccc(NC(=O)COC(=O)Cc2c(F)cccc2Cl)cc1S(=O)(=O)N1CCOCC1 | . | 2.7% | 8.2% | 4.3% | 3.0% | . | 1.5 | 60 | 0.6%[50 µM] | .
O=C(Nc1ccncc1)c1cncc(Br)c1 | -6.1% | 2.5% | -1.1% | -1.4% | 18.1% | -0.9% | 0.2 | 54 | 0.1% | 1.6%
COc1ccc(Cc2c(O)nc(SCC(=O)NC(C)(C)C)[nH]c2=O)cc1 | -4.1% | 0.6% | -0.3% | -3.7% | 24.6% | -0.1% | 4.3 | 51 | 0.3% | -2.7%
Fc1ccc(CSc2nc3ncc(Br)cc3[nH]2)cc1 | 12.7% | 1.8% | 0.9% | -1.4% | 3.6% | -0.2% | -0.7 | 61 | 0.4% | 6.7%
O=C(CN1C(=O)/C(=C/c2ccccc2F)Oc2ccccc21)N1CCN(c2ccccn2)CC1 | 22.7% | 2.2% | -2.5% | -5.2% | 3.2% | -0.2% | 7.6 | 74 | 0.1%[50 µM] | 4.9%
Cc1[nH]c2ccccc2c1C(=O)COC(=O)c1nccnc1N | . | 1.2% | 5.4% | -2.3% | . | . | 2.9 | 89 | 1.2%[50 µM] | .
O=C(Nc1ccccc1)c1ccccc1N=Cc1cccc(O)c1 | 16.2% | -0.3% | 2.4% | -5.2% | 25.7% | 0.1% | -0.1 | 90 | -1.6% | 2.8%
Cc1ccc(S(=O)(=O)NC(=NCC(=O)O)c2ccc(F)cc2)cc1 | 0.9% | 0.4% | 10.3% | -7.2% | -3.3% | -0.3% | -0.5 | 65 | 6.7% | -2.8%
O=C(NCc1ccc(N2CCCC2=O)cc1)c1cc(COc2c(F)cccc2F)on1 | 6.4% | 2.2% | 5.1% | 1.3% | -4.8% | -1.1% | 2.0 | 64 | -0.1% | -4.1%
Cc1[nH]c2ccccc2c(=O)c1CN(C)Cc1ccccc1 | 0.4% | 1.9% | 5.9% | -4.8% | 13.5% | 0.2% | -1.9 | 58 | -0.4% | 2.3%
CC(=O)C1C(c2cccc(F)c2)c2c(n[nH]c2C)CC1(C)O (stereo unspecified) | 6.5% | . | 9.7% | -3.1% | 5.3% | -0.1% | 0.5 | 38 | 0.1% | 2.6%
COc1ccc(C2/C(=C(/O)c3ccccc3)C(=O)C(=O)N2CC(C)O)c(OC)c1 (stereo unspecified) | -2.9% | -0.2% | 4.2% | -7.6% | 4.7% | -0.2% | 0.4 | 74 | 0.3% | 3.4%
CCn1nc(C)cc1Nc1ccccc1 | 42.4% | 4.4% | 7.3% | 5.2% | 0.7% | -0.7% | -1.8 | 102 | 0.2% | -2.7%
Cc1ccc(CNC(=O)CN2C(=O)CSc3ccc(S(=O)(=O)N4CCCCC4)cc32)cc1 | 1.1% | 0.1% | 8.8% | 0.9% | 9.5% | -0.4% | 0.6 | 57 | 0.6% | -0.4%
CC(C)NC(=O)CN1CCC(c2ccccc2)C(O)C1 (stereo unspecified) | 10.4% | 1.1% | 11.4% | -9.8% | 27.8% | 0.3% | 2.7 | 95 | 0.1% | 5.1%
Cc1ccc(Cl)cc1N1CCN(C(=O)Cc2c(C(=O)O)[nH]c3ccccc23)CC1 | -5.4% | 0.9% | 3.7% | 9.7% | 14.7% | 0.4% | -0.8 | 52 | 10.9% | 1.8%
COc1cc(CN/C(C)=C(\C#N)C(N)=O)cc(OC)c1OC | 1.4% | 0.8% | 12.2% | 4.2% | 1.5% | 1.7% | -0.4 | 42 | 0.2% | 8.6%
CC(=O)Nc1ccc(NC(=O)COC(=O)CCc2nc3ccccc3s2)cc1 | -12.2% | 0.8% | 1.7% | -3.8% | 23.8% | 0.7% | -0.2 | 60 | -0.3% | 0.9%
C[C@@H]1NC(=O)[C@H](CCC(N)=O)NC(=O)c2cc([N+](=O)[O-])cc(I)c2NCC[C@@H](C(N)=O)NC1=O | -17.6% | 1.6% | . | . | 31.4% | 0.2% | -1.6 | 85 | . | 1.6%

Gathered by group: those above with a nitro group on carbon (2)
SMILES | AID2073 | RSV CPE inhibition | MgcRacGAP inhibition | NS5 inhibitors | SV40 large T antigen | West Nile virus CPE | NTR1 ag | NTR1 ag cell count 20 µM | UTI89 phage lysis | Siah-1 displacement | others
Cc1ccc(C(=O)Oc2ccc(Cl)c3cccnc23)cc1[N+](=O)[O-] | -0.3% | -1.3% | 8.7% | 1.3% | 6.8% | . | 8.2 | 86 | 0.2% | -1.4%
C[C@@H]1NC(=O)[C@H](CCC(N)=O)NC(=O)c2cc([N+](=O)[O-])cc(I)c2NCC[C@@H](C(N)=O)NC1=O | -17.6% | 1.6% | . | . | 31.4% | 0.2% | -1.6 | 85 | . | 1.6%

(next part)
SMILES | AID2073 | RSV CPE inhibition | MgcRacGAP inhibition | NS5 inhibitors | SV40 large T antigen | West Nile virus CPE | NTR1 ag | NTR1 ag cell count 20 µM | UTI89 phage lysis | Siah-1 displacement | others
COc1cc2c(cc1NC(=O)CSc1nnc(COc3ccc(Cl)cc3)n1C)oc1ccccc12 | 5.8% | . | 4.8% | 5.6% | 21.6% | -0.7% | 9.7 | 72 | -0.1% | -0.6%
CN(C)S(=O)(=O)c1ccc(C(=O)NC(=O)CSc2nnnn2C)cc1 | . | . | 2.7% | 0.0% | . | . | 2.9 | 50 | -0.8% | .
Cc1ccc(-n2ncc3c(NCC4CCCO4)ncnc32)c(C)c1 (stereo unspecified) | -2.2% | 2.3% | 15.9% | . | 2.3% | 1.1% | -0.7 | 68 | -0.1% | 7.7%
CC(=O)c1cc2c(cc1NC(=O)c1ccc(C)cc1)OCCO2 | 19.0% | -1.0% | 6.5% | 2.0% | 7.0% | -1.3% | 2.5 | 77 | 0.1% | 1.7% | NS5 inhibitors pilot replicate=-0.3
O=C(N/C(=C/C=C/c1ccccc1)C(=O)N1CCOCC1)c1ccccc1Br | -8.4% | 2.6% | 0.7% | -3.1% | 14.5% | -0.5% | 0.8 | 41 | -0.1% | -5.6%
Cc1ccc(C)c(OCC(=O)N2CCN(C(=O)c3ccco3)CC2)c1 | -13.2% | 2.1% | 0.1% | 2.6% | 16.3% | -0.4% | -0.1 | 68 | 0.7%[50 µM] | 4.6%
Cc1ccc(N2C(=O)C(CC(=O)Nc3cccc(F)c3)N(C3CC3)C2=O)cc1 (stereo unspecified) | -2.1% | 1.5% | 6.8% | 0.7% | 4.6% | -0.1% | 1.6 | 69 | -0.3% | 3.9%
Cc1ccc(S(=O)(=O)N(C)CC(=O)NNC(=O)CCC(=O)c2ccc(F)cc2)cc1 | . | . | 5.1% | -4.0% | . | . | -1.4 | 46 | 0.0% | .
O=C(NC1CCSc2ccccc21)c1ccccc1Br (stereo unspecified) | -4.5% | 1.4% | 6.4% | -1.3% | 18.6% | 0.3% | -0.1 | 63 | 1.3% | -4.9%
CNC(=O)c1snnc1-c1ccccc1 | -4.9% | 0.5% | -1.1% | 1.4% | 12.3% | 0.1% | 0.5 | 45 | -0.3% | 1.9%
O=C(/C=C/c1ccc(F)cc1)Nc1ccc2[nH]c(=O)[nH]c2c1 | 3.6% | 2.3% | 4.2% | -1.7% | 3.5% | 0.2% | 0.6 | 58 | 0.0% | -1.4%
O=C(O)CC1S/C(=N/N=C/c2ccc([N+](=O)[O-])cc2)N(c2ccc(O)cc2)C1=O (stereo unspecified) | 1.7% | 2.8% | -4.0% | -4.9% | 5.1% | 0.3% | 0.4 | 100 | 1.4% | -0.7%
O=C(Cn1c(=O)oc2ccccc21)N(Cc1ccccc1)C1CCS(=O)(=O)C1 (stereo unspecified) | -7.3% | 1.1% | 7.5% | -11.7% | 13.7% | -0.3% | -0.6 | 60 | -0.1% | 2.0%
CCNc1nc2c(c(=O)n(Cc3ccccc3)c(=O)n2C)n1Cc1ccccc1 | -3.9% | -1.2% | 15.4% | -7.1% | 21.8% | -0.3% | 0.2 | 42 | 0.7% | 0.4%
Cc1ccc(S(=O)(=O)N(C)C)cc1NC(=O)COC(=O)/C=C/c1ccc2ccccc2n1 | . | -0.2% | -5.8% | -4.3% | 1.8% | . | 2.0 | 48 | -0.2%[50 µM] | .
COc1ccccc1N(CC(=O)Nc1ccc(S(=O)(=O)N2CCCCC2)cc1)S(C)(=O)=O | 10.1% | 1.0% | -3.6% | -2.7% | 0.5% | -0.1% | 2.5 | 83 | -0.6% | 16.1%
c1ccc(-c2ccc3c(c2)NC(C2Nc4cc(-c5ccccc5)ccc4O2)O3)cc1 (stereo unspecified) | 9.0% | 0.6% | 15.7% | -3.9% | 19.8% | 0.1% | -0.5 | 37 | 0.6% | 2.1%
Cn1c(=O)c2sccc2n2c(CCCC(=O)Nc3ccc(F)cc3F)nnc12 | 12.5% | 0.0% | 8.5% | -7.5% | 4.1% | -0.1% | 9.7 | 37 | 0.0% | 8.1%
Cc1nc(C)c(C(=O)N/N=C/c2cn(C)c3ccccc23)s1 | -7.1% | 3.6% | -5.1% | -8.1% | -0.2% | 0.4% | 6.6 | 85 | -0.4% | -0.6%
COc1ccnc(Oc2ccc(Cl)cc2)c1C#N | 21.1% | 0.6% | 3.0% | -6.6% | 3.8% | 0.7% | -1.8 | 25 | -0.3% | -5.8%
COC(=O)c1ccccc1NC(=O)c1cccnc1 | 12.4% | 1.0% | -2.0% | -3.1% | 5.2% | -0.1% | -0.1 | 63 | -2.2% | 0.6%
Cc1ccc(C(N)=O)cc1S(=O)(=O)Nc1cccc(C)c1C | -16.5% | 1.8% | 6.0% | 2.6% | 5.2% | -0.3% | -1.9 | 54 | 0.1% | 2.2%
Cc1c(Cl)cccc1NC(=O)CNC(=O)c1ccc(F)cc1 | 0.0% | 0.5% | 5.0% | -1.3% | 6.2% | 0.2% | -1.5 | 66 | 1.2%[50 µM] | 18.9%
C#CCSc1nc(=O)c2cccnc2n1-c1ccc(C)cc1 | -1.6% | 1.5% | 3.2% | -10.8% | 6.8% | -0.8% | 0.3 | 52 | 0.2% | 3.7%
